# Screening results as filed in PubChem.
# RGS7-Gao: regulators of human RGS7-Galphao interaction; P09471; Multiplexed bead flow cytometry, RGS7-Galphao binding; actives lie on both sides; binding response (% of control), % at 10 µM; hit rate 0.35% among 220,000; in the data active = binding response below about 49% or above about 150%; inconclusive = no clear call, values can overlap the other calls; inactive = in between;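 note: fluorescent Galphao held in activated GDP-AlF4 state binding bead-coupled RGS7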
# Target sequence (P09471 whole entry, looked up): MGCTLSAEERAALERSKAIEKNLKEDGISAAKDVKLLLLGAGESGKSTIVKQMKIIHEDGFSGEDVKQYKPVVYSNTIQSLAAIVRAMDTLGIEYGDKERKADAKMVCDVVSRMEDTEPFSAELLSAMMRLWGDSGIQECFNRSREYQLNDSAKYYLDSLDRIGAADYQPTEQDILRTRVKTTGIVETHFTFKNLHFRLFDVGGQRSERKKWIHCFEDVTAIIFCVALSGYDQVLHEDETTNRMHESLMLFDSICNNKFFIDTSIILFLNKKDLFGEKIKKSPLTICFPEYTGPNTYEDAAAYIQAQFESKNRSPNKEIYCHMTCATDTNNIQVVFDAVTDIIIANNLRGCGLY
# GSH fluor: GSH bead compound fluorescence profile | GSH beads flow cytometry, compound fluorescence 488/530 nm; hits give high values | fluorescence (KMESF) at 10 µM | hit rate 0.25% among 190,000; in the data active = fluorescence above about 89;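 note: glutathione beads carrying GST-tagged Bcl family fusion proteins plus one bare bead set; values are compound well signal with DMSO vehicle wells as background; inactives centre near 16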
# ABCB1 block: human ABCB1 inhibition, ABCG2 as counter-screen; P08183; hit rate 0.067% among 190,000; CCRF-Adr cells, JC-1 efflux, flow cytometry; inhibition, % at 6.6 µM; in the data active = inhibition above about 40%;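 note: 0% = vehicle and 100% = reference inhibitor; higher value means more JC-1 retained so stronger ABCB1 efflux block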
# Bim-Bcl-B: inhibitors of Bim-Bcl-B interaction, human. bead-based flow cytometry, Bim peptide-Bcl-B binding. inhibition, % at 10 µM. hit rate 0.073% among 190,000. AID 951;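 note: 0% = tracer peptide without compound and 100% = reference inhibitor peptide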
# Target sequence (Q9HD36 whole entry, looked up): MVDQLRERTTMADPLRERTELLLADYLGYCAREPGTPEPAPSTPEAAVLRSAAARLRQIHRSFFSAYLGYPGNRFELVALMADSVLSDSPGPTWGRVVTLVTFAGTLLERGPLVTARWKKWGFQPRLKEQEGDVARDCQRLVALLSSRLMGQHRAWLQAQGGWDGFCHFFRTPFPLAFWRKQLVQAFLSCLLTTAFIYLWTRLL
# Avidin bead fluor: avidin bead compound fluorescence profile. AID 1775. hit rate 0.38% among 220,000. Avidin beads, compound fluorescence 488/530 nm, flow cytometry; hits give high values. fluorescence (KMESF) at 10 µM; in the data active = fluorescence above about 47; note: inactives centre near 10
# Bcl-2 Bim block: disrupts Bim peptide binding to human Bcl-2 | P10415 | Bead-based flow cytometry, Bim peptide-Bcl-2 binding | inhibition, % at 10 µM | hit rate 0.06% among 190,000 | AID 950; in the data active = inhibition above about 40%; inconclusive = no clear call, values can overlap the other calls;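 note: 0% = no compound wells with probe peptide and 100% = reference peptide inhibitor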
# RGS4-Gao reg: modulates binding of RGS4 to human Galphao; binding response (% of control), % at 10 µM; P09471; Multiplexed bead flow cytometry; actives lie on both sides; hit rate 0.33% among 220,000; AID 1415; in the data active = binding response below about 49% or above about 150%; inactive = in between;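 note: fluorescent Galphao activated with aluminum fluoride binding bead-coupled RGS4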
# Bim-Bcl-XL: human Bim-Bcl-XL interaction inhibition | Bim peptide-Bcl-XL binding, bead flow cytometry, fluorescence | Q07817 | hit rate 0.04% among 190,000 | AID 1007 | inhibition, % at 10 µM
# Target sequence (Q07817 whole entry, looked up): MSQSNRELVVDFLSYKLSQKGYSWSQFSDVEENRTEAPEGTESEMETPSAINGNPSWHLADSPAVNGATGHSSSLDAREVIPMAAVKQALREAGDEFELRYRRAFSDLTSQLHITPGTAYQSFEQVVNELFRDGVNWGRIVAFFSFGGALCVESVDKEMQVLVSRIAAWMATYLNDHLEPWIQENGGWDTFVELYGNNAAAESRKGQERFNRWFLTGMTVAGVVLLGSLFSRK
# Bfl-1 Bim block: disrupts Bim binding to human Bfl-1. inhibition, % at 10 µM. Bead-based flow cytometry, Bim-Bfl-1 binding inhibition. hit rate 0.12% among 190,000;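 note: 0% = wells without compound plus tracer and 100% = blocker peptide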
# Bim-Bcl-W: human Bim-Bcl-W interaction inhibition; bead-based flow cytometry, Bim peptide-Bcl-W binding; hit rate 0.02% among 190,000; AID 952; inhibition, % at 10 µM; Q92843;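 note: 0% = bound tracer without compound and 100% = peptide blocker; higher means less fluorescent Bim peptide bound to Bcl-W beads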
# Target sequence (Q92843 whole entry, looked up): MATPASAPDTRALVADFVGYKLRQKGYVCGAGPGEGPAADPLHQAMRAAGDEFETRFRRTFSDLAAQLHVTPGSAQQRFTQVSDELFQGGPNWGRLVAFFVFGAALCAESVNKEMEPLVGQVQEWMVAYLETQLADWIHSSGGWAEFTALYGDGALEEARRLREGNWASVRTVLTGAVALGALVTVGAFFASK
# ABCG2 block: blocks JC-1 efflux by human ABCG2 transporter; IgMXP3 cells, flow cytometry; inhibition, % at 6.6 µM; hit rate 0.1% among 190,000; AID 1325;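 active = inhibition above 80%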;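 note: 0% = DMSO and 100% = nicardipine control wells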
#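 Times: 10 min at 25 °C | Test system: Two drug-resistant human cell lines, ABCG2 and ABCB1 | Quantity: 3 million cells/mL final, two lines in 1:1 ratio | Signal: Flow cytometry, 530 nm JC-1 signal | Dosing: Compound at 6.6 µM | Controls: Nicardipine and DMSO wells | Reagent: JC-1 as fluorescent efflux pump substrate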
# The depositor's hits bear a star; ? = inconclusive; . = not tested or not shown. Cut-off read from the data, not from the text of the source, unless noted: active = inhibition above about 40%.
SMILES,RGS7-Gao,GSH fluor,ABCB1 block,Bim-Bcl-B,Avidin bead fluor,Bcl-2 Bim block,RGS4-Gao reg,Bim-Bcl-XL,Bfl-1 Bim block,Bim-Bcl-W,ABCG2 block
CN(C(=O)c1cc2ccccc2oc1=O)C1(C)CCS(=O)(=O)C1 (stereo unspecified),103,14,0.0,-4,8,2,104,-3,-4,-2,1
Cc1cc(C)n(CC(O)COc2ccc3ccccc3c2)n1 (stereo unspecified),101,9,0.2,-1,10,-3,104,0,-5,0,2
O=C(Nc1ccc(C(F)(F)F)cc1)c1cc(S(=O)(=O)NCC2COc3ccccc3O2)ccc1F (stereo unspecified),101,14,0.2,-9,11,-4,103,-4,-4,-4,2
O=C(NCc1ccccc1)C1CCN(C(=O)NCc2ccccc2)CC1,106,63,-0.6,-23,8,-13,101,-5,-11,0,1
COc1cc(OC)c(NC2=NCCCCC2)cc1Cl,99,30,1.1,-8,14,-8,102,-22,-14,-2,9
COc1ccc(N(CC(=O)NCc2ccc(C)cc2)S(=O)(=O)c2c(C)nn(C)c2C)cc1,91,25,2.9,-5,7,-1,88,-2,-2,-5,3
O=S(=O)(c1ccc(SCCO)nc1)N1CCCC1,103,16,0.5,-10,8,-9,105,-8,-12,-2,1
CC1=CC(=O)C=C(C)C1=NOC(=O)/C=C\c1ccccc1,106,13,0.6,-10,10,-7,99,-6,-10,-2,15
CCNC(=S)Nc1ccc(N2CCCCC2)cc1,103,8,0.5,-14,15,-1,102,-6,0,0,3
CCN(Cc1ccccc1)C(=O)COC(=O)c1cnc(C)cn1,?,14,-0.3,-2,9,-2,104,1,-3,-1,-1
N#Cc1nc(Cc2ccccc2)oc1N1CCC(Cc2ccccc2)CC1,104,15,0.2,-3,14,-8,103,-5,-7,2,25
CC(NC(=O)c1ccc2c(c1)OCCO2)C(=O)O (stereo unspecified),97,28,-0.1,-3,5,-3,100,0,-9,2,0
CCOC(=O)c1[nH]ncc1CN1CCN(Cc2ccc(C)cc2)C(CCO)C1 (stereo unspecified),102,11,1.9,-7,4,-2,97,-1,-7,0,1
Cn1c(=O)[nH]c(=O)c2c1nc(N1CCN(c3ccccc3)CC1)n2CCSc1ncccn1,98,19,-2.5,-2,9,0,100,-3,-8,4,-2
CC(C)CC1NC(=O)N(CC(=O)Nc2ccc3c(c2)CCC3)C1=O (stereo unspecified),95,12,0.4,-3,27,-5,96,-5,-11,-4,2
O=S(=O)(Cc1cc(NCc2ccccc2)nc(-c2ccncc2)n1)c1ccccc1,97,13,0.3,-3,10,0,97,0,-6,-5,2
COCc1nnc(NC(C)=O)s1,108,10,1.9,5,6,1,104,5,5,11,3
COc1ccc([N+](=O)[O-])cc1/C=N/NC(=O)/C(=C\c1cccs1)NC(=O)c1ccccc1,98,21,-0.2,5,5,11,94,2,0,7,-1
CCN1CCN(S(=O)(=O)c2cc(C)c(OC)cc2C)CC1,101,79,0.5,.,19,?,102,.,.,.,2
CN(C)c1ccc(NC(=O)c2ccc(COc3cccc(Cl)c3)o2)cc1,102,12,-0.2,-5,11,-1,98,0,1,6,2
O=C(N/N=C/c1ccccc1)c1c(O)c2ccccc2[nH]c1=O,100,11,-0.7,-1,5,2,101,-6,-3,-4,6
CC(=O)N1CCN=C1SCc1ccc(C)cc1,97,18,0.1,-5,8,-7,102,-1,-12,0,-1
CC(=O)Nc1ccc(OCC(O)CN2CCN(c3cccc(Cl)c3)CC2)cc1 (stereo unspecified),98,56,0.6,2,10,0,98,-1,-7,0,2
COc1cccc(CNc2nc(SC)ncc2CO)c1,102,8,-0.2,-8,4,-7,104,-8,-4,-7,2
CCn1c2ccccc2c2cc(NC(=O)CC(C)=O)ccc21,100,7,0.5,-1,2,1,100,-2,1,1,1

# Four entries from above, with tabs.
molecule	RGS7-Gao	GSH fluor	ABCB1 block	Bim-Bcl-B	Avidin bead fluor	Bcl-2 Bim block	RGS4-Gao reg	Bim-Bcl-XL	Bfl-1 Bim block	Bim-Bcl-W	ABCG2 block
CC(=O)Nc1ccc(OCC(O)CN2CCN(c3cccc(Cl)c3)CC2)cc1 (stereo unspecified)	98	56	0.6	2	10	0	98	-1	-7	0	2
Cn1c(=O)[nH]c(=O)c2c1nc(N1CCN(c3ccccc3)CC1)n2CCSc1ncccn1	98	19	-2.5	-2	9	0	100	-3	-8	4	-2
CN(C)c1ccc(NC(=O)c2ccc(COc3cccc(Cl)c3)o2)cc1	102	12	-0.2	-5	11	-1	98	0	1	6	2
O=S(=O)(Cc1cc(NCc2ccccc2)nc(-c2ccncc2)n1)c1ccccc1	97	13	0.3	-3	10	0	97	0	-6	-5	2

# (cont.)
SMILES,RGS7-Gao,GSH fluor,ABCB1 block,Bim-Bcl-B,Avidin bead fluor,Bcl-2 Bim block,RGS4-Gao reg,Bim-Bcl-XL,Bfl-1 Bim block,Bim-Bcl-W,ABCG2 block
CCOC(=O)c1c(NC(=O)C2C3C=CC(C3)C2C(=O)O)sc2c1CC(C)(C)OC2 (stereo unspecified),104,9,0.2,-6,20,-2,104,-2,-6,-2,1
O=C(NCc1ccco1)c1ccc2c(c1)C(=O)N(C1CCCCC1)C2=O,106,16,0.4,0,24,0,103,0,2,-2,3
CC(C(=O)Nc1ccc(O)cc1)c1cccc(C(=O)c2ccccc2)c1 (stereo unspecified),103,18,0.6,-3,11,0,103,-1,-2,-1,2
COc1ccc2[nH]c(=O)c(CN(CCO)S(=O)(=O)c3ccc4c(c3)OCCO4)cc2c1,102,13,0.4,-3,32,-3,104,-3,0,-2,3
O=C(Cc1ccccc1)N1CCc2ccccc21,102,11,-0.1,1,15,3,108,1,3,1,1
COc1ccc(OC)c(CC(NC(C)=O)C(=O)NC2CCN(c3nc(OC)nc(OC)n3)CC2)c1 (stereo unspecified),?,13,1.1,-3,12,0,100,-2,-7,3,6
Cc1n[nH]c(C)c1S(=O)(=O)N1CCCC(C(=O)NC2CCCCC2)C1 (stereo unspecified),102,18,0.7,-2,6,-2,100,-2,-5,0,1
O=C1CSC(c2ccc([N+](=O)[O-])cc2)N1C1CCCCC1 (stereo unspecified),100,11,0.9,-1,15,0,101,0,-6,0,3
CCc1nnc(NC(=O)CCC(=O)N2CCN(Cc3cc(Cl)ccc3OC)CC2)s1,103,5,0.1,-1,8,-4,102,5,-6,4,0
COc1ccc(S(=O)(=O)N(C)CC(=O)N2CCCCC2)cc1Cl,102,23,1.0,-9,27,-8,99,-5,-21,0,7
CCOc1cccc2cc(-c3csc(NC(=O)CCC(=O)NCCCN4CCC(C)CC4)n3)c(=O)oc12,110,12,-0.8,-3,12,1,110,0,-5,-3,-2
N#Cc1c(N)c(C#N)c(-c2ccc3c(c2)OCO3)c2c1CCCC2,100,51,0.4,-1,9,-4,97,-1,-7,-1,5
Cc1ccc(-n2nc3c(c2NC(=O)/C=C\c2ccc4c(c2)OCO4)CSC3)cc1,96,16,0.7,-4,2,0,100,-6,0,-4,11
CCCN(Cc1ccccc1)C(=S)Nc1cccc(C(F)(F)F)c1,97,8,-0.6,-2,8,3,99,-8,0,0,-10
O=S(=O)(c1ccc(OCc2nc3ccccc3s2)c(Cl)c1)N1CCOCC1,102,20,0.4,-11,10,-10,103,-10,-14,-4,22
Cn1ccnc1Sc1cc(NCCCO)c([N+](=O)[O-])c2nonc12,94,8,0.1,0,21,1,96,-10,13,-4,0
CN(CCNC(=O)CN1CCN(Cc2ccccc2Cl)C1=O)Cc1ccccc1,96,33,0.2,-8,5,-3,99,-1,-11,-1,1
COc1cccc(/C=C2\Sc3ccc(C(=O)NCc4cccnc4)cc3N(C)C2=O)c1,99,12,1.3,-5,8,0,98,-1,-1,-1,3
COc1ccc(CC(=O)NCc2nnc(SCC(=O)Nc3ncc(C)s3)n2C)cc1,99,10,0.4,-2,21,-2,100,-2,-5,1,1
COc1ccc(NC(=O)c2ccccn2)cc1,106,46,0.5,-9,8,-10,104,-2,-14,-1,5
COc1cccc(/C=C2/NC(=O)NC2=O)c1OCC(=O)Nc1ccccc1,?,14,0.1,-1,9,3,100,0,-2,-2,3
CCCC(=O)Nc1cc(C(=O)O)ccc1S(=O)(=O)c1ccc(Cl)cc1,100,22,-0.9,-3,11,1,103,0,0,0,-2
O=C(OCc1cc2ccccc2[nH]c1=O)C1CCCO1 (stereo unspecified),101,8,-0.1,0,12,0,101,-1,-5,5,0
Cc1c(Br)c(C(F)(F)F)nn1CC(=O)NCc1ccco1,105,22,0.5,-3,9,-3,104,-4,-6,-4,1
CCCCN(CCCC)C(=S)NC(=O)c1ccccc1Cl,100,11,0.8,-7,6,-3,100,-10,-5,-5,3
SMILES,RGS7-Gao,GSH fluor,ABCB1 block,Bim-Bcl-B,Avidin bead fluor,Bcl-2 Bim block,RGS4-Gao reg,Bim-Bcl-XL,Bfl-1 Bim block,Bim-Bcl-W,ABCG2 block
O/N=C1\CCCc2nnc3c(c21)CCCC3,107,7,0.0,-2,7,-4,107,0,-7,2,0
CCC1CCCCN1CCCNC(=O)C1CCC(Cn2c(=O)[nH]c3ccccc3c2=O)CC1 (stereo unspecified),98,5,0.2,-3,8,-5,101,-5,-8,-1,1
Cc1ccc(OCC(=O)Nc2cnn(CCCC(=O)O)c2)c([N+](=O)[O-])c1,101,15,-0.3,-4,5,-2,101,-3,-5,-6,0
C#CCOC(=O)/C(=C/C=C/c1ccccc1)NC(=O)c1ccccc1,98,7,0.9,-8,2,-4,102,-5,-2,0,3
CCOn1c(SCC)nc2ccccc2c1=O,100,26,1.2,-4,35,1,98,-5,0,-5,7
COc1ccc(NC2c3ncccc3C(=O)N2Cc2ccccc2)c(OC)c1 (stereo unspecified),101,10,2.7,6,21,5,96,3,4,8,4
CC1Cc2ccccc2N1S(=O)(=O)c1cccs1 (stereo unspecified),99,18,0.4,-3,9,-7,100,-4,-2,-3,4
O=C(COC(=O)c1c2c(nc3ccccc13)CCCC2)c1ccc(Br)s1,98,4,0.2,-5,12,-1,103,-3,0,0,-1
Cc1cc(NCCO)nc(N2CCOCC2)n1,102,11,0.1,0,40,-1,102,-2,-1,-2,0
O=C1c2cccc3c(N4CCCCC4)ccc(c23)C(=O)N1c1ccc(O)cc1,?,11,3.6,-10,11,0,98,2,-2,5,11
Cc1ccccc1OCC(=O)NNC(=O)C1CCCCC1C(=O)O (stereo unspecified),100,12,0.8,-1,3,1,102,-4,0,-1,6
CCCCOC(=O)c1ccc(NC(=O)c2ccoc2C)cc1,98,44,0.5,-8,12,-8,102,-1,-8,3,16
Cc1cc([N+](=O)[O-])ccc1NC(=O)C1CCCO1 (stereo unspecified),98,8,-0.6,-6,3,-3,95,-6,-1,-4,0
CCCn1nnnc1NCc1cc(Br)ccc1OC,98,11,0.2,-5,10,1,97,0,1,-2,1
CC(=O)N1CCc2cc(NS(=O)(=O)c3cccs3)ccc21,104,12,0.3,-8,5,-6,100,-5,-3,-3,9
NC(=S)N/N=C\c1c(OCc2ccccc2Cl)ccc2ccccc12,102,12,3.5,-6,10,-4,103,-3,0,-1,15
O=C(CNc1cccc(C(F)(F)F)c1)N/N=C/C1CCCCC1,105,7,0.3,-5,14,-1,101,-5,-1,-2,9
CC(=O)Nc1ccc2nc(NC(=O)COc3ccc(C)cc3)sc2c1,91,16,-1.0,-3,6,-4,100,-1,-2,-1,-2
CC(C)CCn1c(O)c(N=NC(=O)Cn2ccc(C(F)(F)F)n2)c2ccccc21,94,8,1.0,-1,14,0,95,-4,0,-2,12
